Compound activity deposited in PubChem by several laboratories.
CAL PDZ FP-1 – blocks peptide binding to human CAL PDZ domain | Q9HD26 | purified CAL PDZ, TMR-peptide fluorescence polarization, 1 h | inhibition, % at 20 µM | 330,000 compounds, 0.02% hits | AID 504414;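 active means highest replicate inhibition of at least 40%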;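 further: plate controls were DMSO neutral control wells for no effect and unlabeled competitor peptide control wells for full effect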
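Material: tagged CAL PDZ domain; buffer or medium: 25 mM sodium phosphate pH 7.4, 150 mM NaCl, TCEP, IgG, Thesit; compound dosing: single point, 20 µM; schedule: 1 h incubation at room temperature before polarization reading; measured by: FP readout, S and P plane fluorescence; read-out basis: percent inhibition from loss of millipolarization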
AddAB inh – less growth of phage-infected E. coli with AddAB | E. coli expressing H. pylori AddAB, absorbance growth | inhibition, % at 11.9 µM | 330,000 compounds, 0.29% hits; in the data active means inhibition above about 12%;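 further: 0% = vehicle wells of infected cells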
CAL PDZ FP-2 – CAL PDZ (human) peptide binding inhibition; inhibition, % at 24.9 µM; AID 602252; purified CAL PDZ, TMR-peptide fluorescence polarization, 1 h; Q9HD26; 300,000 compounds, 0.92% hits;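 active means mean inhibition of at least 30% with at least half of replicates also reaching 30%; inconclusive means no clear call, values can overlap the other calls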;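 further: 0% = DMSO neutral control and 100% = excess unlabeled competitor peptide PRC23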
MITF act – increases MITF-driven TRPM1 promoter luciferase signal. AID 588334. activation, % at 12.5 µM. 300,000 compounds, 0.75% hits. SK-MEL-5 TRPM1-promoter luciferase, 24 h; % of positive control, neutral wells = 0;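 active means mean activation of at least 80% with every replicate also reaching 80%; inconclusive means mean reaches 80% but some replicate falls short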;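 further: 0% = neutral control wells and 100% = parthenolide positive control wells; values of inactives mirror those of a sister screen read the other way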
Tat export inh – E. coli Tat transport inhibition; E. coli MC4100 TorA-mCherry Tat export, fluorescence; inhibition, % at 10 µM; 340,000 compounds, 0.036% hits;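 active means mean replicate inhibition at least 50% and at least half of replicates individually reaching 50%; inconclusive means only one of the two criteria met; inactive means neither criterion met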;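 further: exported cargo escapes ClpAP degradation while cytoplasmic cargo is degraded and loses fluorescence; 0% = median of neutral control wells and 100% = median of NaSCN control wells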
E coli growth – counter-screen for AddAB inhibitors: E. coli growth inhibition; E. coli V3065 growth, OD600 absorbance, 18 h; inhibition, % at 11.9 µM; 330,000 compounds, 0.27% hits; AID 449728;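 active means inhibition above the campaign's mean inhibition across all tested compounds plus 3 SD, cut at about 9.9% in these data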;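 further: uninfected addAB+ strain grown without phage in ampicillin broth; 0% = DMSO wells and 100% = ciprofloxacin 0.95 µg/ml wells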
Wnt act – activates Wnt/beta-catenin signaling in a reporter cell assay; activator, plate reader; activation, % at 9.35 µM; 300,000 compounds, 1.2% hits; in the data active means activation above about 30%, passing the limit was not always enough; inconclusive means no clear call, values can overlap the other calls;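 further: 0% = neutral control wells and 100% = positive control wells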
SR-BI HDL uptake – mouse SR-BI HDL lipid transfer inhibition; 320,000 compounds, 0.96% hits; inhibition, % at 12.5 µM; ldlA[mSR-BI] CHO cells, DiI-HDL uptake fluorescence, 3 h; Q61009;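 active means mean replicate inhibition of at least 70% and a set share of replicates each scoring 70 or more; inconclusive means meets just one of the two criteria; inactive means fails both criteria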;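 further: 0% = median of neutral control wells and 100% = median of positive control wells; values of inactives mirror those of a sister screen read the other way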
Target sequence (Q61009 whole entry, looked up): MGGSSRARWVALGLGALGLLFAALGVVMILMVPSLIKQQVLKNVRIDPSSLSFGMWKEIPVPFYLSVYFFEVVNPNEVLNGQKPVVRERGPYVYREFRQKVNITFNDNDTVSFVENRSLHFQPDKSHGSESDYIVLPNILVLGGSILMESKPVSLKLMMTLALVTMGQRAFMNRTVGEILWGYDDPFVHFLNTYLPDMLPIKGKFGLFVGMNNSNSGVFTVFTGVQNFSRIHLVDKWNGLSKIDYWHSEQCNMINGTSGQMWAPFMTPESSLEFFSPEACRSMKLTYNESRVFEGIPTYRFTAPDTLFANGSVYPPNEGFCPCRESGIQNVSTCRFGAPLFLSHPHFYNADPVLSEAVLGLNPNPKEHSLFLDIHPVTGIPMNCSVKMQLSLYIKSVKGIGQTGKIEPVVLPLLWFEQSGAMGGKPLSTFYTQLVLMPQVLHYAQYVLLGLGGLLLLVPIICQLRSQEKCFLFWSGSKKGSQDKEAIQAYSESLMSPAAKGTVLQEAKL
phage Ecoli inh – E. coli growth loss with phage present; growth absorbance; inhibition, % at 11.9 µM; 360,000 compounds, 0.26% hits; AID 651602; in the data active means inhibition above about 11%
SR-BI uptake up – activators of SR-BI mediated HDL lipid uptake | CHO ldlA[mSR-BI] cells, DiI-HDL uptake fluorescence, 3 h; 100 = double the neutral-control signal | activation, % at 12.5 µM | 320,000 compounds, 0.096% hits | AID 504775;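 active means mean replicate activation of at least 60% and every replicate at or above 60%; inconclusive means mean or all-replicate condition met, but not both; inactive means mean below 60% and not all replicates reaching 60%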;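 further: 0% = median plate neutral-control signal and 100% = twice that signal; values of inactives mirror those of a sister screen read the other way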
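System: LDL receptor-deficient CHO ldlA cells overexpressing murine SR-BI | Timing: 3 h uptake period with compound, 37 °C | Medium: HEPES-buffered (25 mM, pH 7.4) F12 plus 0.5% BSA | Dosing: Single-point compound dose | Signal: Bottom-read fluorescence, 550/595 nm | Read-out: Retained DiI signal reflecting DiI-HDL uptake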
Active calls of the source: *; ? = inconclusive; · = not tested or not shown.

SMILES | CAL PDZ FP-1 | AddAB inh | CAL PDZ FP-2 | MITF act | Tat export inh | E coli growth | Wnt act | SR-BI HDL uptake | phage Ecoli inh | SR-BI uptake up
O=C(NNC(=O)c1ncc(Cl)c(Cl)c1Cl)c1ccc(F)cc1 | -2.3 | 1.5 | -6 | -7 | -7 | -7.6 | -1 | 3 | -5.7 | -3
O=C(NCCc1ccccc1)c1ccccc1[N+](=O)[O-] | -0.6 | -1.0 | 0 | 22 | -2 | 0.8 | 1 | -7 | 2.6 | 7
Cn1cc(Cl)c(C(=O)OCC(=O)c2ccccc2)n1 | -1.3 | 0.8 | -3 | · | 12 | 0.6 | -1 | · | 3.9 | ·
Cc1nc(N)[nH]c(=O)c1CCCNc1ccc([N+](=O)[O-])cc1 | -0.2 | · | -1 | 19 | -5 | · | 8 | · | 3.8 | ·
Cn1c2ccccc2c(=O)c2c(=O)n(C3CCCCCC3)c(C3CCCCC3)nc21 | -7.3 | · | -7 | 9 | -8 | · | · | -2 | 3.6 | 2
O=C(CNC(=O)c1ccc(Br)o1)NCC1CCCO1 (centres undefined) | -2.4 | 0.8 | 0 | -4 | -1 | 0.4 | 1 | -12 | 1.1 | 12
Cc1cccc(-n2c(SCC(=O)N3CC(=O)Nc4ccccc43)nc3ccccc3c2=O)c1C | -2.8 | 2.3 | 0 | -10 | -1 | -1.4 | -11 | -2 | 1.7 | 2
CCc1ccc(-c2csc3ncn(CC(=O)N4CCOCC4)c(=O)c23)cc1 | -3.3 | 0.3 | -1 | -2 | -2 | -0.8 | -4 | 22 | 2.2 | -22
Cc1ccc(S(=O)(=O)NCC(=O)N(CC(=O)NCC2CCCO2)Cc2ccccc2Cl)cc1 (centres undefined) | -2.3 | 4.1 | 1 | 5 | -1 | 3.0 | 0 | · | 2.0 | ·
CCc1ccc(OCC2NCCc3cc(OC)c(OC)cc32)cc1 (centres undefined) | -2.5 | 2.1 | -1 | 6 | 1 | 0.3 | 1 | -3 | 2.7 | 3
COc1ccc(-c2cn3c(C)c(C(=O)NC(C)C)sc3n2)cc1 | -0.8 | 1.0 | 8 | 38 | -2 | -1.0 | 26 | 19 | 1.3 | -19
CCOc1ccc(C(=O)OCC(=O)N2CCCC2)cc1 | 2.0 | -2.2 | 5 | 21 | 11 | -0.9 | 0 | -4 | -0.2 | 4
COC(=O)[C@@H]1C[C@H]1[C@@H](NC(=O)c1cc(C)on1)c1ccccc1 | -1.4 | 2.9 | -3 | 1 | 2 | -1.7 | 2 | -17 | 3.0 | 17
O=C(Nc1ccc(F)cc1)Nc1ccccc1C(=O)NCCN1CCNC1=O | · | -1.9 | · | · | · | 1.9 | -1 | · | 2.4 | ·
Cc1cc(/C=N/n2cnnc2)c(C)n1-c1ccc(OCc2ccc(Cl)cc2)cc1 | -1.2 | 1.6 | -1 | 0 | 10 | 0.5 | · | 23 | 0.6 | -23
Cc1ccc(CN2CCSc3ccc(C(=O)NCC4CCCO4)cc32)cc1 (centres undefined) | -3.6 | 2.7 | -4 | -13 | 4 | -0.9 | · | 16 | · | -16
O=C(Nc1ccc2c(c1)OCO2)c1ccc(Cl)nc1 | -0.7 | 2.4 | -2 | 6 | -1 | 0.8 | · | 18 | 0.7 | -18
CCC(C)(C)n1nnnc1CN1CCC(O)(c2cccc(C(F)(F)F)c2)CC1 | · | 2.6 | -6 | 4 | 0 | -3.0 | 0 | 5 | 1.8 | -5
N#CCc1nn(-c2ccccc2)c2ncnc(N)c12 | -0.4 | 0.7 | 103* | -7 | -16 | 2.1 | 0 | -1 | 0.6 | 1
CCCCCCN(CCCCCC)C(=O)Cc1c(-c2ccc(F)cc2)[nH]c2ccccc12 | 1.2 | 0.2 | 3 | 6 | 1 | 0.3 | -8 | 38 | 3.6 | -38
CCOc1ccccc1C1CC(c2ccc(F)cc2)Nc2nc(N)nn21 (centres undefined) | 0.1 | 0.8 | · | 14 | -11 | -1.5 | -4 | 2 | 2.6 | -2
COc1ccc(N(C(=O)c2cccc([N+](=O)[O-])c2)S(=O)(=O)c2cccs2)cc1 | -0.6 | 0.3 | 5 | 10 | 0 | 0.4 | 10 | -11 | 2.7 | 11
CN(C(=O)COC(=O)CNC(=O)c1sc2ccccc2c1Cl)C1CCS(=O)(=O)C1 (centres undefined) | 0.1 | 0.2 | · | 15 | 2 | 0.9 | 0 | 1 | 2.2 | -1
COc1ccccc1-n1cnc2cc(C(=O)NCC3CCCO3)ccc21 (centres undefined) | -1.7 | 3.6 | -2 | 1 | 1 | 2.1 | · | 5 | 1.6 | -5
COc1ccc(NC(=O)CSc2nnc(Cc3cccn3C)n2-c2ccc(OC)cc2)cc1 | -1.1 | 2.7 | -3 | 8 | 4 | 0.2 | -3 | 4 | 1.7 | -4

Other entries:
SMILES | CAL PDZ FP-1 | AddAB inh | CAL PDZ FP-2 | MITF act | Tat export inh | E coli growth | Wnt act | SR-BI HDL uptake | phage Ecoli inh | SR-BI uptake up
CC1=Nc2cc(C(=O)O)ccc2Sc2ccc(C)cc21 | -3.5 | -1.9 | -8 | -2 | 15 | 0.4 | 0 | -14 | 4.1 | 14
CCOc1ccc(S(=O)(=O)N2CCCCC2)cc1NC(=O)CN1C(=O)NC(CC)(c2ccccc2)C1=O (centres undefined) | 1.6 | 3.5 | -2 | -4 | ? | 0.3 | 0 | -16 | 2.6 | 16
CCOC(=O)CNC(=O)CSc1nnc(SCC(=O)NCC(=O)OCC)s1 | 0.5 | 0.3 | 0 | -5 | -3 | 2.0 | -1 | 0 | 1.8 | 0
O=C(NCCCCNCCCNC(=O)c1ccccc1)c1ccccc1 | -5.1 | 1.8 | 6 | · | 12 | -1.1 | 0 | -53 | 2.1 | 53
O=C(CCN1C(=O)c2ccccc2C1=O)Nc1nc2ccccc2s1 | -1.7 | -0.6 | -4 | 8 | 0 | -0.9 | 0 | -17 | 2.5 | 17
Cc1ccc(Nc2c([N+](=O)[O-])c(=O)n(C)c3ccccc23)cc1 | -1.0 | 8.7 | -9 | -3 | -6 | 2.9 | 4 | 0 | 8.0 | 0
CC1CCc2sc(C(=O)NCc3ccc(F)cc3)cc2C1 (centres undefined) | -0.4 | 5.0 | -1 | 11 | 5 | 3.9 | -1 | -1 | 2.2 | 1
CC(C)(C)OC(=O)N1CCC(CC2CC(c3ccncc3)=NO2)(C(=O)O)CC1 (centres undefined) | -0.2 | 4.3 | 0 | -3 | 3 | 0.5 | 2 | -31 | 3.8 | 31
O=C(Nc1ccccn1)C12CC3CC(C1)CC(C(=O)Nc1ccccn1)(C3)C2 | 0.1 | 0.8 | 8 | 8 | -6 | -2.2 | -2 | -21 | 0.1 | 21
COc1ccc(C(=O)NC2CCN(C(=S)Nc3ccccc3C)CC2)cc1 | 0.2 | 3.2 | -1 | -4 | -9 | 0.5 | 3 | 10 | 4.4 | -10
C=CCN(c1ccccc1)S(=O)(=O)c1cccc(C(=O)NC2CCN(Cc3ccccc3)CC2)c1 | -2.0 | 0.7 | 0 | -21 | -3 | -1.5 | -9 | -15 | 4.1 | 15
CC(C)N(C(=O)[C@H]1C[C@H](CC(=O)NC(C)(C)C)C(=O)N2CCc3c([nH]c4cc(CCC(=O)N(C)C)ccc34)[C@]12C)C(C)C | -0.1 | 0.9 | 7 | 19 | 6 | 0.2 | 0 | 4 | 2.2 | -4
O=C(Cn1c(C(F)(F)F)nc2ccccc21)N=Nc1c(O)[nH]c2ccc(Br)cc12 | -1.8 | 2.8 | 0 | -48 | -1 | 1.5 | -10 | 51 | 4.1 | -51
O=C(CCC(=O)N1CCOc2ccccc21)NCc1ccccn1 | -0.1 | 0.3 | 0 | · | -2 | -0.8 | -3 | -27 | 2.4 | 27
COc1ccc(NC(=O)C2CCCCN2S(=O)(=O)c2ccccc2)cc1S(=O)(=O)N1CCOCC1 (centres undefined) | 0.4 | · | 1 | -4 | 3 | · | 0 | -7 | 3.1 | 7
Cc1ccc(CNc2ncnc3c2cnn3C2CCCCO2)cc1 (centres undefined) | -0.8 | · | -3 | 4 | -2 | · | -1 | 4 | 2.7 | -4
C[C@@]12C(=O)N(CC3CCCO3)CC(=O)N1[C@H]1c3cc(Cl)ccc3OC[C@@H]1[C@@H]2c1ccccc1 (some centres undefined) | -1.0 | 3.4 | -2 | 9 | 5 | -0.4 | -4 | 6 | 2.3 | 3
COc1ccc(OC)c(NC(=O)Nc2ccc(O)c3ccccc23)c1 | 0.0 | 0.8 | · | · | -8 | -0.9 | 1 | 32 | 0.1 | -32
CC(=O)c1ccc(OCCCC(=O)N2CCN(S(=O)(=O)c3ccc(C)cc3C)CC2)cc1 | -1.6 | 4.2 | -3 | -4 | 4 | -1.4 | -3 | 40 | 4.4 | -40
C=Cn1cc[n+](CC(=O)c2ccc(Br)cc2)c1 | -0.5 | 0.9 | 0 | · | -1 | 1.9 | 0 | -26 | 4.0 | 26
CCOC(=O)C1CCCN(S(=O)(=O)c2c(C(=O)N3CCCCC3)c(C)n(C)c2C)C1 (centres undefined) | -0.2 | 2.5 | -6 | -9 | 4 | -2.7 | 1 | 3 | 0.1 | -3
O=C(NCCN1CCOCC1)c1cc(-c2cccs2)on1 | · | 1.4 | -7 | -8 | 9 | -2.1 | · | -21 | 2.6 | 21
COc1ccc(OC)c(NC(=O)C(CC(C)C)NC(=O)C2CCCCC2)c1 (centres undefined) | -0.7 | 2.5 | -3 | -6 | -1 | -2.1 | · | 65 | 2.5 | -65
N=c1c2c(ncn1CCCO)Oc1cc(O)ccc1C2c1ccccc1 (centres undefined) | -2.1 | -2.3 | 39* | 12 | 5 | 0.5 | 5 | -17 | 3.9 | 17
C[C@H](CO)N1C[C@H](C)[C@@H](CN(C)Cc2ccncc2)Oc2c(NS(=O)(=O)c3ccccc3)cccc2C1=O | -0.5 | 2.5 | 7 | 9 | -10 | -0.2 | -3 | -31 | 1.4 | 31
CCOC(=O)c1ccc(NC(=O)c2nc[nH]c2C(=O)NC)cc1 | 0.6 | 1.3 | -5 | 15 | 7 | 2.9 | 0 | 10 | 1.9 | -10
O=C(CCNC(=O)c1ccco1)Nc1ccc(OC(F)F)c(Cl)c1 | -3.5 | 8.0 | -7 | · | -15 | 6.2 | -1 | · | 7.0 | ·
COC(=O)c1ccc(COc2ccc(/C=N/NC(N)=S)cc2)o1 | · | 0.1 | · | · | · | 0.7 | 0 | · | 2.5 | ·
